Bioassay records from PubChem.
FBW7 act = human FBW7 E3 ligase activation, primary screen. 650,000 tested, 0.13% active. normalized activity (activation), % at 26.1 µM. AID 1259310. AlphaScreen FBW7–phospho-cyclin E peptide binding, activator screen. Q969H0; in the data active means normalized activity above about 1.9%;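 further: purified mutant Fbw7 with reduced substrate affinity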
GPR151 activ = activators of human GPR151. Q8TDV0. PathHunter beta-arrestin GPR151 cells, luminescence. activation, % at 11.2 µM. 650,000 tested, 1% active; in the data active means activation above about 4.9%;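 further: 0% = median of compound wells and 100% = cells with positive control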
Target sequence (Q8TDV0 whole entry, looked up): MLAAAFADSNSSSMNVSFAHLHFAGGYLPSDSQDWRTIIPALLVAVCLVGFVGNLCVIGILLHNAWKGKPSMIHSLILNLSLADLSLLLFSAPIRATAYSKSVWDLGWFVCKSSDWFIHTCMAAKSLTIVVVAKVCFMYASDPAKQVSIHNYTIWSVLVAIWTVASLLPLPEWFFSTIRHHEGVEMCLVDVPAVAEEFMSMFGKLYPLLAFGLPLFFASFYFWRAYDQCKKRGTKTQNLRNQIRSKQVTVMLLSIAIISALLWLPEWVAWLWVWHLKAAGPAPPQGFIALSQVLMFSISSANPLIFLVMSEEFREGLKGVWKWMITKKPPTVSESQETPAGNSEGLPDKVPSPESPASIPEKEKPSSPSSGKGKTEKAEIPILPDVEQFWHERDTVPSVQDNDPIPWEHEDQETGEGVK
TEAD-YAP inh = TEAD-YAP interaction inhibition; HEK-TIYL cells, TEAD-Gal4/YAP UAS-luciferase luminescence; inhibition, % at 9.12 µM; 640,000 tested, 1.4% active; in the data active means inhibition above about 32%;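 further: 0% = median of test compound wells and 100% = reference inhibitor wells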
MITF primary = blocks human microphthalmia-associated transcription factor | 650,000 tested, 0.91% active | inhibition, % at 2.6 µM | AlphaScreen MITF homodimerization, bead proximity signal | O75030 | AID 1259374; in the data active means inhibition above about 50%;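 further: 0% = vehicle wells with protein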
Target sequence (O75030 whole entry, looked up): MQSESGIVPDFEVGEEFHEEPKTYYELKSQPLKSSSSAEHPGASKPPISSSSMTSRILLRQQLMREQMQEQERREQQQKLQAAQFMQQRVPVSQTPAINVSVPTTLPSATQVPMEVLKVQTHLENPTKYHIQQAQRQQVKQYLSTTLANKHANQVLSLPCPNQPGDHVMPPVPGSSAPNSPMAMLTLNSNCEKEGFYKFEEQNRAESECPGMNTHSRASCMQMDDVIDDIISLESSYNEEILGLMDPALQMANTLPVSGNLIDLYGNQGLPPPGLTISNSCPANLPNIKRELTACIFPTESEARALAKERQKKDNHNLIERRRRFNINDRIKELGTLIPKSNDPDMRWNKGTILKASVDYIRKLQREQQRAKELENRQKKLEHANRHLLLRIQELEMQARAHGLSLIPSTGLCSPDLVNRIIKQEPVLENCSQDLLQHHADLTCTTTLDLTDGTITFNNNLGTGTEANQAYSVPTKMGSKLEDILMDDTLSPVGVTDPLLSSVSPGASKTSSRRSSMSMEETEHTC
Active calls of the source: *; . = no result given; & = joins results of further samples. Rows are unselected; any-hit rate near 3.5%.

item	Compound	FBW7 act	GPR151 activ	TEAD-YAP inh	MITF primary
1	O=[N+]([O-])c1ccc2nc(Nc3ccc(Br)cc3)c(Nc3ccc(Br)cc3)nc2c1	0.2	-0.3	-6	8
2	O=C(O)C12C[C@H]3C[C@@H](C1)CC(n1ncc(Nc4cccc(F)c4)c(Cl)c1=O)(C3)C2	-0.1	-0.5	-8	-4
3	CCCOc1ccc(OC(=O)Cn2c3ccccc3c(=O)c3cc(C)ccc32)cc1	0.6	-1.3	-7	5
4	Cc1ccc(S(=O)(=O)N2CCN(C(=O)c3ccccc3)C2)cc1[N+](=O)[O-]	-0.2	-0.5	0	2
5	COc1ccccc1/C=C1\Oc2c(ccc(O)c2CN2CCCC2)C1=O	-0.3	1.8	3	-4
6	O=C1OC(c2cc(Cl)ccc2Cl)=N/C1=C/c1cc(Br)cs1	-0.1	0.4	-9	-9
7	O=C(O)/C=C/c1c(F)c(F)c(NCCO)c(F)c1F	-0.2	-0.4	5	17
8	O=S(=O)(Cc1ccc(Cl)cc1)NCc1ccco1	0.0	-0.4	8	13
9	CC(=O)Nc1ccc2oc(-c3ccc(F)cc3Cl)nc2c1	0.0	-4.0	-13	12
10	CCOC(=O)c1ccccc1NC(=O)CSc1ccc2nnc(-c3ccc(F)cc3)n2n1	0.0	-0.7	1	9
11	CCOC(=O)C1=C(C)N=c2s/c(=C\c3ccc(-c4ccc([N+](=O)[O-])cc4OC)o3)c(=O)n2C1c1ccccc1OC (configuration not stated)	0.1	-1.4	-3	-2
12	O=C(CSc1ncnc2ccccc12)NCc1ccccc1Cl	-0.2	0.9	-1	6
13	COC(CNC(=O)c1cc(Sc2nnc(C)s2)nc2ccccc12)OC	0.0	0.0	5	10
14	CCC(=O)Nc1sc(C(=O)OC)c(C)c1C(=O)OC	0.0	-0.3	-7	1
15	CCCCC1(C)NC(=O)N(CC(=O)Nc2sc3c(c2C(N)=O)CCCC3)C1=O (configuration not stated)	0.0	1.0	2	-12
16	Fc1cc(F)c2nc(N3CCOCC3)sc2c1	-0.1	-2.5	-37	-14
17	COC(=O)C(CC(C)C)NC(=O)/C=C/c1ccc(OC)cc1 (configuration not stated)	-0.2	-0.9	-1	2
18	CCN(CC)S(=O)(=O)c1ccc(S(=O)(=O)N2CCCC2C(=O)O)cc1 (configuration not stated)	0.3	0.7	8	4
19	COc1cccc(/C=N\N2CCN(c3ccccc3)CC2)c1O	0.0	-3.6	-36	8
20	Cc1ccc(N2CCN(c3ccc(C)cc3)C(CC(=O)O)C2=O)cc1 (configuration not stated)	0.2	-0.8	11	4
21	N#CCN1C(C(=O)c2ccccc2)=C(OC(=O)c2ccccc2)c2ccccc2S1(=O)=O	0.2	0.9	2	9
22	Cc1cc(C)c2nc(N3CCC(C(=O)NCc4ccco4)CC3)sc2c1	-0.3	1.6	-9	-9
23	O=C(c1cnn2cccnc12)N1CCCC(c2ncncc2-c2ccncc2)C1 (configuration not stated)	0.3	-0.7	-9	10
24	CCOc1ccc(N2CC(O)(c3ccc(OC)cc3)[N+]3=C2SCCC3)cc1 (configuration not stated)	-0.5	-0.4	5	-6
25	Cc1ccc(-n2c(=O)c3oc4ccccc4c3n(CC(=O)NC(C)(C)C)c2=O)cc1	0.3	-0.4	4	15
26	Cc1cccc(CCNCc2ccc(OCC(O)CN3CCCCC3)cc2)n1 (configuration not stated)	0.0	0.4	3	5
27	CC1CCN(Cc2nnnn2CC(=O)N2CCCCC2CCN2CCOCC2)CC1 (configuration not stated)	0.0	3.4	-7	0
28	O=C(O)C1OC2OC3(CCCCC3)OC2C2OC3(CCCCC3)OC12 (configuration not stated)	0.9	2.8	-2	-1
29	O=Cc1cn(-c2ccccc2)nc1C1=CC2C=CC=CC2OC1=O (configuration not stated)	-0.2	-0.9	12	-11
30	COc1ccc2[nH]c3c(=O)n(CCCC(=O)NCC4CCCO4)c(=S)[nH]c3c2c1 (configuration not stated)	0.1	0.2	5	15
31	CCN1C=C(Cc2cccs2)C2=C(C1)C(c1cccs1)C(C#N)=C(N)O2 (configuration not stated)	-0.2	0.3	0	1
32	COc1ccccc1CN1C(=O)C(C)Oc2ccc(F)cc21 (configuration not stated)	-0.1	-0.2	3	-9

Records 25–28, quoted:
item	Compound	FBW7 act	GPR151 activ	TEAD-YAP inh	MITF primary
25	Cc1ccc(-n2c(=O)c3oc4ccccc4c3n(CC(=O)NC(C)(C)C)c2=O)cc1	0.3	-0.4	4	15
26	Cc1cccc(CCNCc2ccc(OCC(O)CN3CCCCC3)cc2)n1 (configuration not stated)	0.0	0.4	3	5
27	CC1CCN(Cc2nnnn2CC(=O)N2CCCCC2CCN2CCOCC2)CC1 (configuration not stated)	0.0	3.4	-7	0
28	O=C(O)C1OC2OC3(CCCCC3)OC2C2OC3(CCCCC3)OC12 (configuration not stated)	0.9	2.8	-2	-1

(listing goes on)
item	Compound	FBW7 act	GPR151 activ	TEAD-YAP inh	MITF primary
33	COC(=O)C(C(F)(F)F)C(F)(F)Sc1c(O)cc(C)oc1=O (configuration not stated)	-0.4	-0.1	-4	7
34	COc1cc(NC(=O)C2CCN(c3ccc(Nc4ccc5ncccc5c4)nn3)CC2)cc(OC)c1OC	-0.2	-1.2	-8	6
35	Cc1cc(C)c2c(n1)nn1c(C)c(CCC(=O)Nc3ccc4c(c3)OCO4)c(C)nc21	-0.1	0.9	-16	-8
36	Cn1cc(-c2ccc3cnc(Nc4ccc(N5CCOCC5)cc4)cc3c2)cn1	0.1	-1.7	-3	26
37	COc1cc(NS(C)(=O)=O)c(OC)cc1Cl	0.0	-0.4	-3	-2
38	CCOC(=O)C1CCCN(C(=O)/C=C/c2ccc3c(c2)OCO3)C1 (configuration not stated)	-0.1	0.8	-3	-7
39	Cc1ccc(CNC(=O)C(C)Sc2nc3nc(C)cc(C)n3n2)cc1 (configuration not stated)	-0.1	-1.5	0	12
40	CC(C)(/C=N/O)NNC(=O)Nc1cccc(C(F)(F)F)c1	0.0	-0.8	-4	1
41	COc1cc(OC)cc(C(=O)NC(=S)Nc2cccc(C(C)=O)c2)c1	0.3	-0.6	-3	25
42	CCN(CC)C(=O)Oc1c(Cl)cc(Cl)c2cccnc12	0.3	1.2	-1	-3
43	CCOc1ccc(CNC(=O)CCCOc2cc(=O)n(C)c3ccccc23)cc1	-0.1	-1.1	4	0
44	CCOC(=O)c1c(NC(=O)c2ccc(OC)c(S(=O)(=O)N3CCOCC3)c2)sc(C)c1C	0.4	0.3	9	-11
45	CCSc1nc(-c2ccccc2)cc(-c2ccc(OC)cc2)c1C#N	-0.1	1.2	-1	-1
46	CCOC(=O)c1c(NC(=O)c2cccc([N+](=O)[O-])c2)sc(C(=O)Nc2cccc(Cl)c2C)c1C	-0.1	0.1	7	-14
47	CC(=O)c1ccc(NC(=O)Nc2nnc(N3CCCCC3)s2)cc1	0.2	-1.0	8	11
48	COc1ccc(Cl)cc1C(=O)Nc1ccc(C)cn1	0.3	-1.0	-69	2
49	COc1ccccc1-n1cc(-c2ccccc2)nc1SCC(=O)Nc1ccc(F)cc1	-0.1	1.7	-5	8
50	COc1ccc(-c2cc(C(F)(F)F)n3nc(C(=O)Nc4ccccc4C(F)(F)F)c(Br)c3n2)cc1	0.0	0.2	-9	-9
51	C[C@H](C[C@H](N)C(=O)O)C(=O)O	0.1	0.5	.	2
52	Cc1ccccc1OCC(=O)Nc1ccc(CC#N)cc1	0.0	-0.6	-13	11
53	O=[N+]([O-])c1c(N2CCCCCC2)cc(Cl)c2nonc12	0.5	-2.5	2	15
54	CCC(C(=O)NCCN(CC)CC)n1c2ccccc2c2nc(=O)cc(C)n21 (configuration not stated)	0.0	-0.3	0	5
55	Cc1ccc(SCC(=O)Nc2nnc(CC(=O)N3CCOCC3)s2)cc1	0.0	0.7	-7	10
56	COC(=O)c1c(C)oc2ccc(N(C(=O)c3cccc([N+](=O)[O-])c3)S(=O)(=O)c3ccc(C)cc3)cc12	-0.1	1.6	-2	5
57	CC1=C(C(=O)Nc2ccccc2)C(c2ccc(Cl)cc2)NC(=S)N1 (configuration not stated)	0.1	0.1	1	8
58	O=C(NCCCN1CCOCC1)c1ccc(N2CC3CC(C2)c2cccc(=O)n2C3)c([N+](=O)[O-])c1 (configuration not stated)	0.0	0.8	5	8
59	Cc1cc(C(=O)N/N=C\c2cccc(Br)c2)n[nH]1	0.1	-0.8	-30	10
60	CCOC(=O)c1cnc2c(C)c(Cl)ccc2c1Nc1ccccc1C	0.0	-0.6	-2	9
61	Cc1ccc(NC(=O)CSc2nnc(NC(=O)/C=C/c3ccccc3)s2)cc1	0.0	3.1	-4	6
62	CC(=O)NS(=O)(=O)c1ccc(NC(=O)c2ccc([N+](=O)[O-])c(C)c2)cc1	-0.2	0.0	4	2
63	Cn1cc(/C=C/c2nc3ccccc3c(=O)n2CCCO)c2ccccc21	0.0	-0.9	1	-6
64	CC(=O)Nc1sc(NC(=O)c2ccccc2)nc1-c1cccs1	0.0	-0.2	17	-4

Of the compounds above, these have an NH in an aromatic ring.
item	Compound	FBW7 act	GPR151 activ	TEAD-YAP inh	MITF primary
30	COc1ccc2[nH]c3c(=O)n(CCCC(=O)NCC4CCCO4)c(=S)[nH]c3c2c1 (configuration not stated)	0.1	0.2	5	15
59	Cc1cc(C(=O)N/N=C\c2cccc(Br)c2)n[nH]1	0.1	-0.8	-30	10

Further structures
item	Compound	FBW7 act	GPR151 activ	TEAD-YAP inh	MITF primary
65	COc1cc2c(cc1OC)C1C(C(=O)NCC3CCCO3)c3ccccc3C(=O)N1CC2 (configuration not stated)	0.0	-0.8	-6	-6
66	COc1cc2cc(C#N)c(SCC(=O)N3CCc4ccccc43)nc2cc1OC	0.0	1.0	-2	3
67	COc1ccc(N2CC(=O)N(c3ccccc3)C2=S)cc1	0.1	1.0	-42	4
68	NC(=S)Nc1ccc2ccccc2c1	-0.3	-0.9	-7	3
69	COc1ccccc1NC(=O)c1c(O)c2ccccc2n(-c2ccccc2)c1=O	0.0	3.5	0	-1
70	CCCCNCCCCCOc1ccccc1[N+](=O)[O-]	0.0	-0.5	5	4
71	NS(=O)(=O)c1ccc(CNC(=O)c2ccc(F)cc2)cc1	0.2	-0.4	4	-19
72	O=C(Cn1ccc2ccccc21)Nc1cccc2nsnc12	-0.3	1.1	-3	0
73	COc1ccc(/C(O)=C2/C(=O)C(=O)N(Cc3ccncc3)C2c2ccc(C(C)C)cc2)cc1 (configuration not stated)	0.0	-1.1	-13	-2
74	C=CCN(CC=C)S(=O)(=O)c1ccc(C(=O)N=c2sc3cc(Cl)ccc3n2C)cc1	0.3	-1.1	-8	3
75	COc1cccc(NC(=O)Cn2cnc3c(cnn3-c3cccc(C)c3C)c2=O)c1	0.0	-1.2	5	11
76	CN(C)CC(O)COC(c1ccccc1)c1ccccc1 (configuration not stated)	0.1	7.7*	7	-4
77	CC(=O)c1ccc(NCN2C(=O)C(=O)c3ccccc32)cc1	-0.1	-0.4	-2	-12
78	CC1CCC/C(=C/Nc2ccccc2C(=O)O)C1=O (configuration not stated)	0.3	0.7	-2	7
79	CC(=O)c1cccc(NC(=O)CSc2nnc3c4ccccc4n(C(C)C)c3n2)c1	0.9	-0.9	3	7
80	Cn1c(SCC(=O)NC2CCCCC2)nc2c(c1=O)SCC2	0.7	-1.0	-15	15
81	Cc1csc(NC(=O)CSc2ccc(-c3cccc([N+](=O)[O-])c3)nn2)n1	0.1	-2.9	-3	7
82	O=c1cnnc(N/N=C\c2ccc(C(F)(F)F)cc2)[nH]1	0.1	0.0	-16	16
83	O=[N+]([O-])c1ccc(C(O)CNC(=S)Nc2ccccc2)cc1 (configuration not stated)	0.0&0.0	-0.2&-0.5	10&10	0&8
84	CC1=C(C(=O)Nc2ccc(C)cc2C)C(c2ccccc2F)n2nnnc2N1 (configuration not stated)	0.2	-0.2	5	6
85	Cc1ccc(NC(=S)Nc2ccccc2C(N)=O)cc1	0.0	-0.5	-9	-21
86	CCn1c(SCC(=O)Nc2cc(C)cc(C)c2)nnc1C(C)C	-0.1	-0.7	-1	8
87	COC(=O)C1=CN(N(C(C)=O)C(C)=O)C(=O)CC1	0.0	-0.3	1	-8
88	Cc1noc(C)c1-c1ncc(C(=O)NCCN(C(C)C)C(C)C)s1	-0.1	-2.5	3	-7
89	CC1CCN(C(=O)c2ccc([N+](=O)[O-])cc2)CC1	0.3	-1.1	4	5
90	CC1=CC2=NC(=O)/C(=C\c3cc(C)n(-c4ccc(F)c(Cl)c4)c3C)C(=N)N2O1	0.2	-1.4	-5	22
91	CCOc1ccccc1C1C(C(=O)OC)=C(C)N(C)C(C)=C1C(=O)OC	-0.1	0.5	3	-6
